AMA1-RON2 inh: inhibitors of Plasmodium falciparum AMA1-RON2 interaction; AlphaScreen AMA1-biotinylated RON2 peptide binding; Potency, µM (doses to about 58.2 µM), for inactives: top-dose activity change, negative = inhibition, actives largely listed as inhibitors; 360,000 tested, 0.2% active;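 also: potency is read from the fitted curve at half-maximal effect; 0% = vehicle wells and -100% = peptide control; nearly all actives have a fitted effect of over 45% in size; some results filed as inactive show a strong effect at the top dose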
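AMA1 (3D7) with his tag at 25 nM final met compounds first, then biotinylated RON2 peptide at 25 nM; detection used donor plus acceptor beads, 10 µg/mL apiece, read by AlphaScreen after 30 min at room temperature.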
AmpC inh no detg: blocks E. coli AmpC beta-lactamase in detergent-free assay; Potency, µM (series often up to 57.1 µM), without a hit: at the highest dose activity change, negative = inhibition, usual class: inhibitors; P00811; 330,000 tested, 0.52% active; AmpC nitrocefin hydrolysis, absorbance 480 nm, 0.0001% Triton;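 also: potency is read from the fitted curve at half-maximal effect; plate controls were no compound for no effect and no enzyme for full effect; nearly all actives have a fitted effect of over 20% in size; some results filed as inactive show a strong effect at the top dose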
Target sequence (P00811 whole entry, looked up): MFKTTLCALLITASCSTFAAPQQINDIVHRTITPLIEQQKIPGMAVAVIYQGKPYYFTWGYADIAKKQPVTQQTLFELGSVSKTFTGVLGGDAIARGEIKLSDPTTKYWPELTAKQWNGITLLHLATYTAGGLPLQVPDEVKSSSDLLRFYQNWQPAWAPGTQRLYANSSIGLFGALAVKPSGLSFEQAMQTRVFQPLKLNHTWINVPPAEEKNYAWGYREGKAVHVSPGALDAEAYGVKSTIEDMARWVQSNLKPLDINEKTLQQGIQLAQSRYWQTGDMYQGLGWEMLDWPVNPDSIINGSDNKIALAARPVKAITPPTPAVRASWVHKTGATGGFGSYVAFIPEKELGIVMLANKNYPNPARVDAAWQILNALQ
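AmpC (5.3 nM in the dispensed reagent) in 20 mM phosphate pH 7.0 with 0.01% (detergent screen) or 0.0001% Triton X-100 was preincubated with compounds for 15 min at room temperature. Nitrocefin was then added from an 800 uM solution, and hydrolysis was followed at 480 nm.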
Shiga inhibitor: Shiga toxin inhibition. Vero cells, Shiga toxin protein synthesis inhibition reporter. inhibition, % at 38.7 µM. 290,000 tested, 9.2% active. AID 2315; in the data active = inhibition mostly above about 28%, no sharp cut-off; inactive = mostly below about 43%; also: 0% is about no effect
Cycloheximide cs: affects cycloheximide protein synthesis inhibition readout, counter-screen. cell reporter, cycloheximide protein synthesis inhibition counterscreen. max response, %. AID 2314. 300,000 tested, 12% active; in the data active = max response mostly above about 13%, no sharp cut-off; inactive = mostly below about 14%; also: read at 38.3 µM for the half of the compounds with a filed dose; 0% is about no effect
AmpC detergent: inhibitors of E. coli AmpC beta-lactamase with detergent; P00811; AmpC hydrolysis of nitrocefin, absorbance 480 nm, 0.01% Triton; Potency, µM (highest dose often 114 µM), for inactives: top-dose activity change, negative = inhibition, actives largely listed as inhibitors; 370,000 tested, 0.041% active;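 also: potency is read from the fitted curve at half-maximal effect; 0% = no-compound wells and -100% = no-enzyme wells; nearly all actives have a fitted effect of over 25% in size; some results filed as inactive show a strong effect at the top dose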
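20 mM phosphate pH 7.0 + 0.01% (detergent screen) or 0.0001% Triton X-100; 5.3 nM AmpC reagent; cpd preinc 15 min RT; nitrocefin (800 uM stock) to start; A480 q20 s × 4 min; Activity was normalised to no-enzyme and no-compound control wells.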
HCMV inh: blocks human cytomegalovirus replication; activity change, negative = inhibition, % at 57.5 µM; 410,000 tested, 4.5% active; HFF cells, HCMV-luciferase reporter, 72 h; active compounds read low; in the data active = activity change below about -60%; inconclusive = no clear call, values can overlap the other calls; inactive = above about -39%; also: % is scaled to controls: 0 for no effect and ±100 for the full control effect
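Cell-based, HFFs, 1000 cells/well, 16 h 37C; cpds in DMSO + HCMV-luc, MOI 1 PFU/cell; 72 h 37C; OneGlo luminescence after 5 min RT; norm. to buffer vs Salinomycin 10uM.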
Giardia FBPA inh: inhibitors of Giardia lamblia fructose-1,6-bisphosphate aldolase. A8B2U2. purified Giardia FBPA. Potency, µM (titrated, usually from 59.6 µM), for the others: top-dose activity, negative = inhibition, usual class: inhibitors. 290,000 tested, 0.71% active; also: potency is read from the fitted curve at half-maximal effect; % is scaled to controls: 0 for no effect and ±100 for the full control effect; nearly all actives have a fitted effect of over 55% in size
Target sequence (A8B2U2 whole entry, looked up): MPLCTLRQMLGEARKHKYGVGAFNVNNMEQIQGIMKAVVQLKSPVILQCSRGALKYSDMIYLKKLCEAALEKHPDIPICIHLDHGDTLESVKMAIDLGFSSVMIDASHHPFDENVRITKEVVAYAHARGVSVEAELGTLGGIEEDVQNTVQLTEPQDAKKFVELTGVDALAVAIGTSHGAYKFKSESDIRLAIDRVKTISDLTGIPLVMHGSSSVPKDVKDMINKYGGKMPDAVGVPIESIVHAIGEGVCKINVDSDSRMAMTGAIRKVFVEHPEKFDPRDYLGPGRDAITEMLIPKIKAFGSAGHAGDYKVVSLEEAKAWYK
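40 nM FBPA preincubated 10 min at RT with compound (up to 57.5 uM final), then substrate plus GAPDH/TPI/NAD/arsenate coupling and diaphorase/resazurin added. Fluorescence read after 20 min at RT, 525/598 nm.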
Numbers without * were called inactive; u = inconclusive; x = no result given; [ ] = remark or other dose. Unless noted, calls follow the shape of the dose curve; as a rule, active = well fitted curve in the direction sought with a large enough effect; inconclusive = small, poorly fitted or top-dose-only effect, or another doubt; inactive = no such curve, though single readings can be large; an effect the other way counts as inactive or inconclusive.

Fields: AMA1-RON2 inh | AmpC inh no detg | Shiga inhibitor | Cycloheximide cs | AmpC detergent | HCMV inh | Giardia FBPA inh
- COC(=O)C(C(C)C)N(Cc1cc(OC)cc(OC)c1)S(=O)(=O)CCl (stereo unspecified)
  -4.7% | 1.2% | x | x | x | 15.1 | x
- O=C1C(Cc2ccc(F)cc2)SC(=Nc2ccccc2)N1c1ccccc1 (stereo unspecified)
  -3.0% | -15.1% | -10.8 | -1.2 | -15.8% | -10.4 | 1.7%
- CCN(CC)S(=O)(=O)c1ccc(OCC2CCCCO2)c([N+](=O)[O-])c1 (stereo unspecified)
  -0.1% | 28.6% | 3.8 | 0.1 | -6.6% | -16.5 | 3.8%
- CCOC(CCn1ccc(O)c(Cc2ccc(Cl)cc2)c1=O)OCC
  -2.4% | 173.2%[activator] | -6.1 | -1.4 | -2.9% | -17.3 | -10.4%
- CN1C(=O)C2ON(c3ccccc3)C(c3cccs3)C2C1=O (stereo unspecified)
  1.2% | -16.1% | -8.1 | -2.9 | -12.3% | 0.1 | -4.6%
- COc1ccc(-c2nc(CS(=O)(=O)CC(=O)NCc3cccc(OC)c3OC)c(C)o2)cc1
  -0.8% | 49.1% | -0.9 | -1.9 | u | -0.6 | 10.8%
- COc1ccc(-c2cc(C(F)(F)F)n3nc(C(=O)NCCCn4ccnc4)cc3n2)cc1
  8.8% | 103.1%[activator] | 14.5 | 22.9* | 0.6% | 38.2 | 6.5%
- Cc1ccc(C)c(Nc2ncnc(N)c2[N+](=O)[O-])c1
  -1.6% | 20.4% | -4.9 | -2.8 | -2.8% | -27.0 | 1.4%
- CCS(=O)(=O)c1ccc(O)c(NC(=O)CCCC(=O)O)c1
  -4.0% | -3.5% | 7.1 | -1.3 | 2.5% | -17.1 | -1.4%
- C/C(=C\C(=O)c1ccc(C)o1)Nc1ccc(C(=O)O)cc1C
  -1.0% | -16.4% | -5.1 | -3.2 | -1.6% | 29.1 | u
- O=C(NC1CCCCC1)c1cc([N+](=O)[O-])ccc1N1CCCC1
  -1.1% | -17.9% | 12.6 | 3.5 | 8.4% | -15.3 | -6.1%
- Cc1ccc(S(=O)(=O)N2CCOCC2)cc1C(=O)Nc1ccncc1
  -4.4% | -18.7% | x | x | 3.6% | 11.2 | x
- O=C(CSc1nc2ccccc2nc1N1CCCCC1)N1CCN(c2ccccc2)CC1
  -22.5% | -6.6% | -5.2 | -1.7 | -13.5% | u | -6.8%
- Cc1n[nH]c(=O)c2c(NC(=O)COC(=O)COc3cccc(Br)c3)oc(C)c12
  -21.0% | -4.5% | x | x | -2.0% | -15.2 | x
- O=C(C1=C[C@@H](c2ccc(C(F)(F)F)cc2)C[C@@H](OCCCCO)O1)N1CCN(Cc2ccccc2)CC1
  -4.2% | 207.8%[activator] | -10.1 | -1.9 | 0.2% | -38.7 | -6.0%
- Cc1ccc(S(=O)(=O)Cn2nnnc2CN(Cc2ccco2)CC2CCCO2)cc1 (stereo unspecified)
  0.0% | 44.5% | 0.8 | -2.2 | u | 0.3 | -2.1%
- O=C1CCc2cc(NS(=O)(=O)c3ccc(Br)cc3)cc3c2N1CC3
  -1.1% | -39.1% | x | x | u | -3.3 | x
- CCOc1cc(/C=C(\C#N)c2nc(-c3cccs3)c(NC(C)=O)s2)ccc1O
  -28.4% | -41.7% | -0.3 | 1.8 | -8.0% | u | -6.3%
- COc1ccc2c(c1)OC[C@H]1[C@H]2N2C(=O)c3ccccc3NC(=O)[C@@]2(C)[C@H]1c1ccccc1
  -11.6% | -12.1% | x | x | x | -18.7 | x
- COc1cc(CCC(=O)Nc2c(C(=O)N3CCN(c4ccccc4OC)CC3)oc3ccccc23)on1
  -3.4% | 130.1%[activator] | 3.1 | -7.6 | -1.6% | -13.4 | x
- CCOc1cccc(-c2nnc3sc(COc4ccc(OC)cc4)nn23)c1
  -18.3% | 0.6% | -3.1 | 5.8 | -15.8% | 33.9 | 5.4%
- CC(=O)NNC(=O)CN1C(=O)/C(=C/c2ccccc2)SC1=S
  109.3%[activator] | 2.7% | 10.8 | -4.9 | -1.0% | u | 8.3%
- COCCNC(=O)CN(CC1CCCO1)C(=O)CCC(=O)Nc1ccccn1 (stereo unspecified)
  13.0% | -23.3% | -3.3 | -1.7 | u | -1.5 | -1.9%
- Cc1nc2ccccc2c2ncccc12
  -1.1% | -8.2% | -3.9 | 4.4 | 2.8% | -16.1 | 9.2%
- COc1ccc(Nc2nc(OC)nc(OC)n2)cc1
  10.9% | -2.5% | 22.2 | 8.0 | u | -26.3 | 4.0%
- COc1ccc(CNC(=O)CSc2nnnn2-c2ccccc2)cc1
  0.7% | -18.6% | 16.6 | -3.3 | -3.2% | -7.1 | -0.1%
- O=C(O)c1ccccc1NS(=O)(=O)c1cccc(C(F)(F)F)c1
  5.5% | -44.2% | 16.6 | -0.5 | u | 16.4 | u
- CCOC(=O)c1c(C#N)c(SCC(=O)Nc2ccc(OC)cc2)nc2c1CN(CC)CC2
  -3.5% | 27.2% | -11.3 | -1.9 | -9.2% | 11.2 | -29.4%
- CC(=O)Nc1ccc(S(=O)(=O)Nc2ccc3ccccc3n2)cc1
  -2.9% | -19.8% | -12.6 | -4.0 | -13.3% | 20.3 | x
- COc1ccc(CCNC(=O)c2nnn(-c3ccc4c(c3)OCCO4)c2N)cc1OC
  3.0% | 3.8% | 151.1* | 70.0* | -2.3% | -75.3* | -27.0%

Reprinted at random: 3 entries already listed.
Fields: AMA1-RON2 inh | AmpC inh no detg | Shiga inhibitor | Cycloheximide cs | AmpC detergent | HCMV inh | Giardia FBPA inh
- COC(=O)C(C(C)C)N(Cc1cc(OC)cc(OC)c1)S(=O)(=O)CCl (stereo unspecified)
  -4.7% | 1.2% | x | x | x | 15.1 | x
- O=C(C1=C[C@@H](c2ccc(C(F)(F)F)cc2)C[C@@H](OCCCCO)O1)N1CCN(Cc2ccccc2)CC1
  -4.2% | 207.8%[activator] | -10.1 | -1.9 | 0.2% | -38.7 | -6.0%
- Cc1n[nH]c(=O)c2c(NC(=O)COC(=O)COc3cccc(Br)c3)oc(C)c12
  -21.0% | -4.5% | x | x | -2.0% | -15.2 | x

New compounds follow:
canonical_smiles	AMA1-RON2 inh	AmpC inh no detg	Shiga inhibitor	Cycloheximide cs	AmpC detergent	HCMV inh	Giardia FBPA inh
CCOC(=O)/C(=N/Nc1ccc(C)cc1)S(=O)(=O)c1ccc(Cl)cc1	-5.6%	-8.2%	28.8	22.8*	-1.6%	51.9	1.8%
CCN1CCN(Cc2cc(=O)oc3cc4c(cc23)CCC4)CC1	2.0%	0.3%	11.1	-3.3	2.1%	-2.7	2.0%
Cc1ccc(NS(=O)(=O)c2cccc(C(=O)Nc3c(C)n(C)n(-c4ccccc4)c3=O)c2)cc1	-13.9%	-0.8%	14.1	-1.8	2.4%	x	3.2%
COc1ccc(CC2=CC(=O)c3ccccc3C2=O)cc1	u	-45.6%	123.3*	55.8*	-7.5%	-96.6*	u
Cc1nn(C)c(C)c1S(=O)(=O)N1CCC(C(=O)NC2CCCCCC2)CC1	-1.1%	2.8%	-8.8	0.5	u	u	4.7%
Cc1ccc(S(=O)(=O)NC(=O)Nc2cccc([N+](=O)[O-])c2)cc1	12.4%	-8.7%	-4.4	-5.6	7.6%	-4.3	x
Cc1ccc(S(=O)(=O)N2CCCCC2)cc1NC(=O)CSc1ncnc2ccccc12	-11.8%	-12.2%	-11.0	-3.2	-8.6%	-70.9*	0.3%
COCCN(CCOC)c1ncc(Cl)c(C(=O)c2c(C)cc3ccccn23)n1	-11.4%	107.3%[activator]	29.6	-4.4	-8.4%	-21.8	-1.2%
O=C(Cn1cnc2sc3c(c2c1=O)CCCC3)NCCC(=O)N1CCC2(CC1)OCCO2	17.2%	71.0%[activator]	19.5	0.4	u	4.5	5.0%
CCN1CCN(c2cc(C)c3cc(NC(=O)c4cncc(Br)c4)ccc3n2)CC1	-20.0%	58.0%	-22.0	-7.2	-5.7%	u	-4.9%
c1ccc2c(N3CCCCC3)ncnc2c1	-3.9%	-1.4%	-15.2	-2.3	1.7%	-91.0*	-12.1%
COc1cc(/C=C(/C#N)C(=O)c2c(C)[nH]c3ccccc23)ccc1OCC#N	-1.7%	-48.5%	-2.2	0.9	4.7%	-9.2	-14.0%
Cc1nnc(SCC(=O)Nc2nccs2)n(N)c1=O	2.7%	-15.7%	5.4	-0.7	-6.0%	50.2	6.3%
CC(C)NS(=O)(=O)c1ccc(CCC(=O)NCc2ccncc2)cc1	4.1%	-6.2%	-13.8	-1.7	-3.1%	-13.7	-15.1%
CCOc1ccc(C(=O)NCC2CCCO2)cc1OCC (stereo unspecified)	-5.1%	-0.5%	23.6	5.6	-3.0%	9.6	2.4%
CCSc1nnc(NC(=O)CCNS(=O)(=O)c2cc(Br)cnc2N)s1	-4.5%	-2.2%	-1.4	-1.3	-0.4%	24.1	5.2%
COc1ccc(-c2ccc(/C=N/NC(=O)Cc3nnc(N)s3)o2)cc1Cl	62.1%[activator]	-36.9%	-0.5	1.6	-9.2%	0.6	-15.0%
CC(C)C1Cc2nc(Cl)c(C#N)cc2CO1 (stereo unspecified)	6.7%	-6.9%	13.7	-1.4	-7.7%	-31.0	0.4%
O=C(Cc1c(F)cccc1Cl)NNC(=O)c1ccco1	1.5%	-14.1%	x	x	x	-18.2	x
O=C1CCCC2=C1C(c1ccccc1)C1=C(CCCC1=O)O2	x	-5.3%	17.1	-7.7	u	x	0.2%
O=C(Nc1cccc(S(=O)(=O)NC2=NCCC2)c1)c1ccccc1	-16.0%	-10.2%	x	x	x	-30.6	x
O=C(Nc1ccc(-n2cccn2)cc1)C1CCN(Cc2ccccn2)CC1	24.3%	-7.8%	9.5	8.0	-10.4%	8.2	6.2%
Cc1cccc(N2CCN(C(=O)CCC(=O)N3CC(C)Oc4ccccc43)CC2)c1C (stereo unspecified)	-7.2%	105.8%[activator]	2.1	2.9	3.5%	-2.6	-8.0%
C=CCN(c1ccccc1)S(=O)(=O)c1cccc(C(=O)Nc2ccncc2)c1	-0.8%	-26.8%	x	x	-11.4%	-75.1*	x
O=C(Oc1ccc(-c2csnn2)cc1)c1cccs1	-0.1%	-23.3%	-6.2	-2.0	-8.3%	-2.3	-0.2%
C[C@H](NC(=O)[C@@H]1Cc2ccccc2CN1C(=O)OC(C)(C)C)C(=O)NC1CCCC1	11.2%	42.8%	-6.0	0.9	-0.2%	-34.7	x
CCOC(=O)COc1c(OC)cc(Cl)cc1C1Nc2ccccc2C(=O)N1c1cccc(C)c1 (stereo unspecified)	-5.3%	-3.7%	24.9	11.3	-5.1%	-0.4	1.5%
